Tat export inh: E. coli Tat transport inhibition; E. coli MC4100 TorA-mCherry Tat export, fluorescence; inhibition, % at 10 µM; actives 0.036% (n = 340,000); AID 488895;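 active = mean replicate inhibition at least 50% and at least half of replicates individually reaching 50%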;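 note: exported cargo escapes ClpAP degradation while cytoplasmic cargo is degraded and loses fluorescence; 0% = median of neutral control wells and 100% = median of NaSCN control wells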
phage Ecoli inh: E. coli growth loss with phage present; inhibition, % at 11.9 µM; AID 651602; growth absorbance; actives 0.26% (n = 360,000); in the data active = inhibition above about 11%
Ecoli viability: counter-screen for AddAB inhibitors: E. coli growth inhibition; inhibition, % at 11.9 µM; actives 0.27% (n = 330,000); AID 449728; E. coli V3065 growth, OD600 absorbance, 18 h;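 active = inhibition above the campaign's mean inhibition across all tested compounds plus 3 SD, cut at about 9.9% in these data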;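 note: uninfected addAB+ strain grown without phage in ampicillin broth; 0% = DMSO wells and 100% = ciprofloxacin 0.95 µg/ml wells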
CDK5 inh: blocks human CDK5/p35 kinase activity; AID 488839; Recombinant CDK5/p35, ADP-Glo luminescence, 60 min; actives 0.01% (n = 330,000); inhibition, % at 10 µM; Q00535+Q15078;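 active = highest replicate inhibition of at least 50% and at least 75% of replicates reaching 50%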;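 note: plate controls were DMSO neutral control for no effect and GW8510 at 10 µM for full effect; many of its hits are not listed in these tables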
HTR5A inv ctr: inverse agonist of human HTR5A in OPRM1-OPRD1 counter-screen. P47898. HTR5A cell line, luminescence, inverse agonism. inhibition, % at 9.3 µM. actives 0.083% (n = 340,000). AID 504634; in the data active = inhibition mostly above about 23%, no sharp cut-off; inactive = mostly below about 18%;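 note: 0% = cells with DMSO and 100% = no-cell wells with DMSO; some compounds called inactive have numbers as strong as hits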
Target sequence (P47898 whole entry, looked up): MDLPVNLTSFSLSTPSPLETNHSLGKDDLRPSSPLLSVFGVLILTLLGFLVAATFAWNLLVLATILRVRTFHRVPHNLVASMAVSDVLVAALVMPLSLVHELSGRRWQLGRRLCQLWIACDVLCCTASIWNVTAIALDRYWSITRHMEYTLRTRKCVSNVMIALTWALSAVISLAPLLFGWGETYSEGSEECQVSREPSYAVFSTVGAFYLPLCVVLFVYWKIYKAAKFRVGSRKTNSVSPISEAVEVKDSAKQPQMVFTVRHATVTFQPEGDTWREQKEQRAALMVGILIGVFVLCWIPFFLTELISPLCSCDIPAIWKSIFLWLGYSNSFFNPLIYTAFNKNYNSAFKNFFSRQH
PKA-R1A activ: activators of PKA-R1A complex; P00514+P68181; actives 0.083% (n = 340,000); activation, % at 11.4 µM; PKA-R1A dissociation, Cy5-IP20 fluorescence polarization; scaled: DMSO 0%, 113 µM cGMP 100%;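 active = percent activation above the mean of all tested compounds plus 3 SD, cut at about 19% in these data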;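 note: higher means more PKAc released from R1A so a rise in polarization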
DAGLB inhibitor: blocks human DAGLB lipase activity; AID 504411; inhibition, % at 5.17 µM; Q8NCG7; actives 0.059% (n = 340,000); HEK293T DAGLB membrane lysate, EnzChek fluorogenic substrate; in the data active = inhibition above about 34%;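 note: 0% = enzyme with vehicle and 100% = wells lacking enzyme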
Target sequence (Q8NCG7 whole entry, looked up): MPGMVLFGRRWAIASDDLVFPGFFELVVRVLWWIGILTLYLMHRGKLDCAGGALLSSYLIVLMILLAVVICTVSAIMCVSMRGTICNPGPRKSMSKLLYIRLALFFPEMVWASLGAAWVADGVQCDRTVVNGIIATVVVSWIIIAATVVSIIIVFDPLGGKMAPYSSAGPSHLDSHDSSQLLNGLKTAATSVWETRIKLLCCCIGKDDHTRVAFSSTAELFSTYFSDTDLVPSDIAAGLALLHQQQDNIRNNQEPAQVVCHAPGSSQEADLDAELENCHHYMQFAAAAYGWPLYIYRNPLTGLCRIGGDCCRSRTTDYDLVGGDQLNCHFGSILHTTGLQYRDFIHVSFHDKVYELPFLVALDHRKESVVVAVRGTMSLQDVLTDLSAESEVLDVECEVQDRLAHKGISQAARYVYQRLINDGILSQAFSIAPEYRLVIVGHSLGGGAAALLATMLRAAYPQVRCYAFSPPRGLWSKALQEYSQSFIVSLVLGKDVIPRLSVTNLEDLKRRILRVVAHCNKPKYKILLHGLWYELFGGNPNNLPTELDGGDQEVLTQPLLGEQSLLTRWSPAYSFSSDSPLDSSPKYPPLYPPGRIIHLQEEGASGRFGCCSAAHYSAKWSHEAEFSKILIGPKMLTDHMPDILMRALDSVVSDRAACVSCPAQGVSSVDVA
Mot1-301 SUMO: SUMOylation pathway inhibition by Mot1-301 growth rescue. actives 1% (n = 320,000). growth rescue, % at 18.8 µM. S. cerevisiae Mot1-301 growth rescue, ATP luminescence, 38.5C; percent above DMSO median, 100 means doubled. AID 2716;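 active = every valid replicate shows activation above 250% relative to neutral control wells; inactive = the rest, any valid replicate at or below 250%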;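 note: OY570 slx delta 5 strain wells were the positive control but not used for scaling; some compounds called inactive have numbers as strong as hits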
HTR5A ag: counter-screen for OPRM1-OPRD1 agonists: human HTR5A agonism. P47898. HTR5A agonist assay, luminescence, cell-based. activation, % at 9.3 µM. actives 0.61% (n = 340,000). AID 504692; in the data active = activation mostly above about 9.5%, no sharp cut-off; inactive = mostly below about 7.6%;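 note: 0% = cells with vehicle only and 100% = reference agonist; strong numbers were not always called active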
PKA-R2B activ: activators of human PKA-R2B complex; AID 504700; actives 0.079% (n = 340,000); PKA-R2B holoenzyme dissociation, Cy5-IP20 fluorescence polarization; R2B truncated from residue 108, S112A mutant; 0% DMSO only, 100% 113 µM cGMP; P22694+P31323; activation, % at 11.4 µM;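 active = activation above a cutoff set at the mean over all compounds plus 3 SD, cut at about 18% in these data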;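 note: higher means more holoenzyme dissociation and a rise in polarization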
AddAB inh: less growth of phage-infected E. coli with AddAB | E. coli expressing H. pylori AddAB, absorbance growth | inhibition, % at 11.9 µM | actives 0.29% (n = 330,000) | AID 435030; in the data active = inhibition above about 12%;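 note: 0% = vehicle wells of infected cells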
Numbers without * were called inactive; · = no result given; & = joins results of further samples.

SMILES | Tat export inh | phage Ecoli inh | Ecoli viability | CDK5 inh | HTR5A inv ctr | PKA-R1A activ | DAGLB inhibitor | Mot1-301 SUMO | HTR5A ag | PKA-R2B activ | AddAB inh
CN(c1ccc(OCC(=O)N2CCOCC2)cc1)S(=O)(=O)c1ccc(F)cc1 | 0 | 4.5 | 0.4 | 0.3 | -11 | 3 | 1 | -6 | 4 | 1 | 0.8
CC(C)[C@H](NC(=O)N1c2ccccc2NC(=O)[C@@H]1C(C)C)C(=O)N[C@H](Cc1ccccc1)C(=O)O | 0 | 3.1 | -1.5 | -0.9 | 5 | -7 | 1 | -3 | 7 | 1 | 3.7
COCCCN1C(=O)C(=O)/C(=C(/O)c2ccc(OC)cc2)C12C(=O)N(C)c1ccccc12 (stereo not given) | 5 | 2.0 | 0.0 | 0.9 | 6 | 0 | -4 | -8 | -2 | 8 | 0.5
CCS(=O)(=O)c1nc(S(=O)(=O)c2ccc(Cl)cc2)c(NCCCN2CCCC2=O)s1 | -3 | 1.9 | 2.1 | -0.2 | -18 | 2 | 2 | -9 | 4 | -2 | 3.9
Cc1ccc(C)c(NC(=O)CSc2nnc(-c3ccccc3C)o2)c1 | -1 | 3.0 | 2.5 | 4.2 | -3 | -5 | -8 | -8 | 2 | -5 | 3.6
O=C(CCCC(=O)N1CCN(c2ccc([N+](=O)[O-])cc2)CC1)c1ccccc1 | -3 | 3.0 | 0.2 | 0.4 | 1 | -2 | 17 | 230 | 0 | 4 | 4.0
CCOc1ccc(S(=O)(=O)N2CCN(C)CC2)c(C)c1C | -9 | 2.8 | -0.6 | -0.7 | 3 | -10 | -3 | -1 | -2 | -1 | 3.6
O=C(Nn1cnc2ccccc2c1=O)c1ccccc1Cl | -3 | 2.0 | 1.9 | 0.7 | 17 | 0 | -2 | -10 | 5 | -1 | 0.9
COc1ccccc1COCC(O)CN1CCCCC1CO (stereo not given) | 0 | 2.7 | -1.4 | -2.6 | -12 | -13 | -4 | -34 | 3 | 0 | -0.6
Cc1ccc(CCNC(=O)C(C)n2nc(C)c3c(C)n(-c4ccccc4)nc3c2=O)cc1 (stereo not given) | 4 | 1.0 | -1.6 | -1.6 | -8 | 9 | 0 | -16 | 1 | -5 | 4.6
O=C(NCCS(=O)(=O)N1CCCCC1)c1ccc2c(c1)OCO2 | -2 | 4.0 | -0.6 | 0.3 | 8 | -14 | -3 | -1 | -3 | -6 | 4.7
O=C(C1CC1)N(CCc1ccccc1)Cc1nc2ccccc2c(=O)[nH]1 | -1 | 2.1 | 0.6 | -0.1 | 14 | -8 | -1 | 0 | -1 | -7 | 3.1
CCC(=O)Nc1cccc(-c2nnc(SCC(=O)NCc3ccco3)n2C)c1 | -2 | 1.2 | 2.2 | 1.1 | -4 | -23 | -1 | 12 | 1 | -11 | 1.8
CCN(CC)c1ccc(/C=N/NC(=O)CNC(=O)/C=C/c2ccco2)cc1 | 7 | -2.7 | -2.5 | 9.0 | -3 | 1 | 0 | -11 | 8 | -7 | 4.7
O=c1[nH]c(-c2ccco2)nc2sc3c(c12)CCCC3 | 4 | 2.6 | -0.8 | 1.2 | -9 | -2 | -2 | -8 | 2 | 2 | 4.3
Cc1onc(-c2c(F)cccc2Cl)c1C(=O)O/N=C(\N)c1ccc([N+](=O)[O-])o1 | 0 | 5.0 | 0.6 | 0.1 | -26 | -1 | -2 | -2 | 4 | 9 | 1.1
COc1cc([C@@H]2[C@H]3CN(C)CC=C3C(C#N)=C(N)C2(C#N)C#N)cc2c1OCO2 | -9&5 | 1.5 | 0.8 | -0.5&0.1 | -23&-2 | 1&0 | -2&-6 | 3 | 6&2 | -8&-5 | 2.5
COc1ccccc1NC(=O)C(C)OC(=O)c1cccc(-n2cnnn2)c1 (stereo not given) | 13 | 3.7 | 0.6 | -1.4 | 12 | -9 | -3 | 253 | -4 | -11 | 1.4
CCN(C[C@H]1N[C@@](C)(C(=O)OC)[C@H]2C(=O)N(C)C(=O)[C@@H]12)S(=O)(=O)c1ccc(OC(F)(F)F)cc1 | -4 | 2.2 | -0.9 | 0.4 | -13 | -5 | -1 | · | 4 | -1 | 1.9
COc1ccc(Oc2cn[nH]c2-c2ccc(OCC(=O)NN)cc2O)cc1 | 4 | 1.7 | -0.7 | -3.2 | -5 | -2 | 2 | -8 | 1 | -10 | 3.0
COc1ccc(CC(=O)N2CCN(S(=O)(=O)c3cc(Cl)ccc3Cl)CC2)cc1 | 1 | 3.1 | -1.2 | -0.2 | 17 | 1 | -3 | 22 | 0 | -3 | 1.8
CS(=O)(=O)c1ccc(-c2csc(-c3cccnc3)n2)cc1 | 11 | 0.6 | 0.7 | 0.5 | -2 | -5 | -1 | 9 | 1 | -3 | -1.4
CCC1C2CN(C(C)=O)CC=C2C(C#N)=C(N)C1(C#N)C#N (stereo not given) | -5 | 4.1 | -1.0 | 0.7 | -13 | 2 | -1 | -20 | -3 | 5 | -0.5
Cn1c(=O)c2nc(SCCO)n(C)c2n(C)c1=O | -12 | -0.5 | · | -0.7 | 8 | 5 | 1 | · | -2 | -3 | ·
CCOC(=O)CSc1nc2nc(C)cc(C)n2n1 | 8 | 2.6 | -0.2 | 1.2 | 3 | -12 | -3 | -7 | -1 | 4 | 3.2
CN(C)S(=O)(=O)c1ccc(NC(=O)CN2CCCc3ccccc32)cc1 | -10 | 2.6 | 1.9 | -0.5 | 5 | -9 | -1 | -7 | -2 | -5 | 3.9
Cc1cc(S(N)(=O)=O)c(N)c(S(N)(=O)=O)c1 | -4 | 2.8 | -0.3 | 0.2 | -9 | 1 | -2 | 14 | 2 | 1 | -0.8
O=C(CSc1nnc(NC(=O)c2ccc(F)cc2)s1)NC1CC1 | 4 | -0.1 | -1.0 | 0.1 | -13 | 2 | -3 | -15 | -7 | -5 | 1.8
C[C@]12C=CC(=O)C=C1CC[C@@H]1[C@@H]2[C@@H](O)C[C@@]2(C)[C@H]1CC[C@]2(O)C(=O)COC(=O)CCC(=O)NCCc1ccc(O)cc1 | -1 | -0.9 | · | -0.7 | -6 | -5 | -2 | -16 | 1 | 8 | ·
O=C(COC(=O)c1ncc(Cl)c(Cl)c1Cl)Nc1ccc(Cl)cn1 | 3 | 0.4 | 0.9 | -0.7 | -21 | -2 | -5 | 57 | 0 | -5 | 3.6
Cc1ccc(NC(=O)c2ccco2)c(NC(=O)CN2C(=O)c3ccccc3C2=O)c1 | 3 | 3.5 | 0.1 | -2.1 | -20 | 2 | 2 | · | 0 | -4 | 2.8
N#CCCn1cc(/C=N/O)c(-c2cccc([N+](=O)[O-])c2)n1 | 0 | 4.0 | 1.9 | 2.8 | 1 | -11 | 2 | · | 0 | 2 | 2.2
CCCCCC(=O)Nc1ccccc1N1CCN(c2ccccc2)CC1 | 9 | 1.8 | 0.9 | -3.2 | -5 | -20 | -22 | 2 | 2 | -11 | 1.3
CN(C)C(=O)COc1ccc(S(=O)(=O)c2ccc(OCC(=O)N(C)C)cc2)cc1 | 2 | 1.1 | -0.2 | 0.5 | 0 | -9 | -2 | -10 | 0 | -5 | 2.7
CCCC(C(=O)NCc1ccco1)N(C(=O)CNS(=O)(=O)c1ccccc1)C1CCCC1 (stereo not given) | -9 | 2.2 | -0.4 | -0.9 | -16 | 4 | 1 | 8 | 6 | 7 | 3.4
CCN(CC)c1ccc(C2C(C(=O)OCCOC(C)C)=C(C)NC3=C2C(=O)CCC3)cc1 (stereo not given) | 10 | 1.2 | -1.2 | 0.6 | -6 | -11 | 13 | -12 | 2 | -8 | -0.2
O=C(Nc1cccc(-c2nn[nH]n2)c1)c1ccc(Br)s1 | 6 | 1.5 | 0.8 | 1.2 | 2 | -3 | 2 | -7 | -4 | -5 | 2.5
Nc1nnc(SCC(=O)N2CCc3ccccc3C2)s1 | -7 | 3.2 | -2.3 | 1.0 | -16 | 6 | 0 | 9 | 6 | 2 | 0.6
Cc1cccc(OC2CCN(Cc3c(C(=O)N4CCCC4)nc4ccccn34)CC2)c1 | 2 | 2.8 | -1.8 | 0.3 | 4 | -11 | -3 | -10 | 2 | 1 | -1.6
O=C(Nc1nc2c(F)cc(F)cc2s1)C1COc2ccccc2O1 (stereo not given) | 3 | 5.6 | 2.7 | 1.8 | -4 | -1 | -1 | 35 | 1 | -8 | 1.0
CS(=O)(=O)NCc1nnc(SCC(=O)NC2CCCCC2)n1-c1ccc(F)cc1 | 17 | 2.3 | 0.0 | 0.0 | 6 | -2 | -2 | -8 | 5 | -2 | 0.4
CC(C)n1c(S(=O)(=O)O)nc2ccccc21 | 6 | · | 0.8 | 1.4 | -13 | 0 | 0 | -17 | 5 | -6 | 3.3
O=C(OCc1c(F)cccc1Cl)c1cccnc1Cl | -2 | 4.7 | -1.9 | 1.9 | 1 | -8 | -3 | -3 | 0 | -11 | 1.1
O=C1C(=O)N(CC2COc3ccccc3O2)c2ccccc21 (stereo not given) | -1 | 2.6 | 0.0 | 0.5 | -2 | -2 | 4 | -2 | 0 | 5 | -1.6
CCc1nnc2n1N=C(c1ccc(Br)cc1)CS2 | -10 | 2.9 | -3.0 | -0.7 | -2 | 6 | 1 | -14 | 1 | 0 | -1.7
O=C1c2cccnc2C(=O)N1CO | 2 | 1.4 | -2.5 | 1.1 | 5 | -9 | 1 | -9 | 4 | -7 | 0.9
Oc1ccccc1/C=N/n1c(-c2ccccc2)n[nH]c1=S | 3 | -1.0 | -2.6 | 13 | 16 | -10 | 1 | 13 | -4 | -4 | -3.4
CCOC(=O)C1NN=C(C(=O)c2ccc(C)cc2)C1c1ccc(C)cc1 (stereo not given) | -3 | 3.8 | -0.1 | · | 7 | 1 | -8 | 7 | 5 | 5 | 1.0
c1ccc(CCNc2ncnc3c2cnn3-c2ccccc2)cc1 | 5 | 2.3 | 0.9 | -0.5 | 1 | 10 | -6 | 0 | 3 | 10 | 2.0
CCCCNC(=O)CSc1nc(O)cc(=O)n1C1CCCC1 | -1 | 1.1 | -4.5 | 0.0 | 16 | -2 | 1 | 8 | 4 | -7 | 3.4
Cc1ccc(-c2nn(-c3ccccc3)c3[nH]c(=O)c(CNCc4ccccc4)cc23)cc1 | 9 | 5.9 | -0.6 | 2.5 | 23 | 6 | 10 | -2 | 8 | -11 | 0.0
COc1cc2nc(-c3cccs3)oc(=O)c2cc1OC | -4 | 3.1 | 0.6 | 1.5 | 0 | 10 | -1 | -3 | 5 | 10 | 2.0
Cc1cc(C(=O)Cn2cc(C(F)(F)F)ccc2=O)c(C)n1CC1CCCO1 (stereo not given) | -2 | 0.1 | -1.9 | 0.5 | -2 | 3 | 0 | -7 | 1 | 1 | 0.9
O=C(O)c1ccc(NS(=O)(=O)c2ccc(Cl)cc2)cc1 | -12 | 1.8 | 1.0 | -0.8 | -10 | -6 | 4 | -2 | 3 | -2 | 0.3

Screens deposited in PubChem BioAssay by several laboratories.
